UHRF1 binding: UHRF1 methylated DNA binding inhibitors, primary screen, counter-screen for MBD2 inhibitor project, biochemical, TR-FRET, human UHRF1, single concentration. E3 ubiquitin-protein ligase UHRF1 (Homo sapiens), Q96T88. UHRF1 binding to methylated oligo. inhibition, % at 4.4 µM. hit rate 0.75% among 370,000; in the data active = inhibition above about 21%;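 note: UHRF1 SRA domain binding a hemimethylated CpG hairpin DNA probe; 0% = median of test compound wells and 100% = reference inhibitor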
PRMT1 FP inh: PRMT1 methyltransferase inhibitors, primary screen, biochemical, fluorescence polarization | AID 652257, 2013 | recombinant PRMT1, activity-based probe fluorescence polarization | inhibition, % at 2.79 µM | hit rate 1.3% among 370,000;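 active = inhibition above about 21% made by adding two undisclosed values, limit read from the data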
mABHD4 FP: ABHD4 inhibitors, primary screen, biochemical, fluorescence polarization, mouse; (Lyso)-N-acylphosphatidylethanolamine lipase (Mus musculus), Q8VD66; purified mABHD4, FP-Rh probe fluorescence polarization; inhibition, % at 8.92 µM; hit rate 0.54% among 370,000;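 active = inhibition exceeding the mean over every tested compound plus 3 SD, cut at about 30% in these data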;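 note: 0% = plate median of compound wells and 100% = S159A mutant with DMSO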
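Assay system: mABHD4 protein; medium: HEPES pH 7.0, NaCl, Pluronic buffer; dosing: 8.92 µM, single dose; schedule: 45 min + 60 min at 25 °C; signal: FP readout, ex 525 nm / em 598 nm; read-out: normalized percent inhibition of probe labeling; repeats: single replicate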
TCR-CD3 inh: inhibitors of human TCR-CD3 interaction, primary screen, biochemical, fluorescence, TAMRA-labeled TCR probe | T-cell receptor (TCR) | inhibition, % at 9.4 µM | hit rate 0.37% among 360,000; in the data active = inhibition above about 19%;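 note: recombinant mutant TCR 2C K166C tagged with TAMRA read by polarization; 0% = receptor in buffer alone and 100% = receptor with positive control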
SIAE inh: human SIAE inhibitors, primary screen, biochemical, fluorescence polarization, FP-Rh probe, 1536-well HTS; Sialate O-acetylesterase (Homo sapiens), Q9HAT2; SIAE FP-Rh probe binding; inhibition, % at 9.66 µM; hit rate 0.69% among 370,000; AID 1053197, 2014;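 active = inhibition above a cutoff: mean of compounds within the control limits plus 3 SD of those, cut at about 17% in these data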;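 note: 0% = plate median of compound wells and 100% = probe without SIAE protein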
PG9 Ab binder: binders of HIV-1 gp120 antibody PG9, primary screen, biochemical, TR-FRET | hit rate 0.43% among 360,000 | AID 624416, 2012 | HIV-1 gp120 / PG9 antibody interaction | inhibition, % at 6.7 µM | TR-FRET gp120-PG9 antibody binding; in the data active = inhibition above about 8.5%
Tn7 DDE FP: inhibitors of Tn7 peptide binding to fibrin DD(E), primary screen, biochemical, fluorescence polarization, human fibrin, Tn7 probe | Fibrinogen beta chain (Homo sapiens), P02675 | FP displacement of FITC-Tn7 peptide from fibrin DD(E); 0% = median of compound wells per plate | inhibition, % at 8.3 µM | hit rate 0.13% among 370,000 | AID 720508, 2013;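 active = inhibition above the mean of compounds falling within the control limits plus 3 SD of them, cut at about 14% in these data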;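 note: 0% = plate median of compound wells and 100% = 10 µM Aha-Tn7 peptide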
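assay system = human clot-derived fibrin DD(E) complex | quantity = Fibrin-DD(E) at 2 µM final | timing = 10 min preincubation, 3 h with tracer, room temperature | signal = fluorescence polarization | measure = percent inhibition | benchmarks = high control wells with 10 µM unlabelled Aha-Tn7 peptide (full inhibition) | replicates = singlicate testing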
LEDGF integ inh: blockers of LEDGF/p75-dependent integrase strand transfer – biochemical, TR-FRET, high throughput, primary screen. TR-FRET IN-LEDGF/p75 DNA integration, Eu/Cy5. inhibition, % at 3.7 µM. hit rate 0.64% among 370,000. AID 743269, 2014;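 active = inhibition above the screen-wide mean plus 3 SD, cut at about 13% in these data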;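 note: signal is the Cy5 over europium emission ratio at 671 and 618 nm; 0% = plate median of compound wells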
HTRA1 inh: HTRA1 serine protease inhibitors, primary screen, biochemical, fluorescence polarization, HTS; Q92743; recombinant HTRA1, FP-rhodamine activity-based probe; inhibition, % at 5.96 µM; hit rate 0.5% among 340,000; AID 504803, 2011; in the data active = inhibition above about 36%;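 note: 0% = enzyme with DMSO and 100% = wells lacking enzyme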
Target sequence (Q92743 whole entry, looked up): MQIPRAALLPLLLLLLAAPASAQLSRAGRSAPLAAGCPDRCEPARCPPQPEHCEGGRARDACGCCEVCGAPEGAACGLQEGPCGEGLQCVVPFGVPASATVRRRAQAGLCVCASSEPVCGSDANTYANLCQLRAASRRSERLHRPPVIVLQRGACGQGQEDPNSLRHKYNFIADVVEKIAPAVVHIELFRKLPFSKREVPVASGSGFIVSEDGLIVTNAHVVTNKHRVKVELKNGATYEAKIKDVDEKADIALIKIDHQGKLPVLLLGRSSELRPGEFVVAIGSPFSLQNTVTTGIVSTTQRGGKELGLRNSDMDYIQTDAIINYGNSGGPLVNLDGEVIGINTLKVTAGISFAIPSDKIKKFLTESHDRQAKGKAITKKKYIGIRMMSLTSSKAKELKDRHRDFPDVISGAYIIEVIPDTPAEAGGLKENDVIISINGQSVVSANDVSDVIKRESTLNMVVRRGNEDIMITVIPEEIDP
TDP2 inh: human TDP2 enzyme inhibitors, primary screen, biochemical, epi absorbance, recombinant enzyme | Tyrosyl-DNA phosphodiesterase 2 (Homo sapiens), O95551 | AID 720702, 2013 | T5PNP hydrolysis, p-nitrophenol absorbance 415 nm | inhibition, % at 12.8 µM | hit rate 0.34% among 370,000;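 active = inhibition above the mean of all tested compounds plus 3 SD, set per campaign, cut at about 25% in these data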;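 note: 0% = DMSO with enzyme and 100% = buffer with substrate but no TDP2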
Target sequence (O95551 whole entry, looked up): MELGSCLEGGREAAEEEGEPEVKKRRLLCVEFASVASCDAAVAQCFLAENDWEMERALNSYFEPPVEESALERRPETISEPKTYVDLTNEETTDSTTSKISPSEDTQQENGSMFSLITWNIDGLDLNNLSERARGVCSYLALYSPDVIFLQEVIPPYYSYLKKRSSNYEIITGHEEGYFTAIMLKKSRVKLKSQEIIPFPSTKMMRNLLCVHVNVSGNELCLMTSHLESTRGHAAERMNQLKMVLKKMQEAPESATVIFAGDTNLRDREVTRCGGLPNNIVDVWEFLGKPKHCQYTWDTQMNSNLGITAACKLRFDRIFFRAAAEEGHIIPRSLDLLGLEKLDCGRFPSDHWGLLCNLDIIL
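Material: recombinant human TDP2; quantity: TDP2 enzyme at 120 nM final; medium: Tris-HCl pH 7.5 with MgCl2; compound: single concentration, 12.8 µM nominal, with 1% DMSO; incubation: 2 h enzyme incubation at 37 °C; signal: epi absorbance; measure: percent inhibition; benchmarks: high control without enzyme, low control DMSO plus TDP2; repeats: singlicate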
* = called active by the depositor; / = not tested or not shown.

SMILES	UHRF1 binding	PRMT1 FP inh	mABHD4 FP	TCR-CD3 inh	SIAE inh	PG9 Ab binder	Tn7 DDE FP	LEDGF integ inh	HTRA1 inh	TDP2 inh
N=C1C(c2nc(-c3ccc(Br)cc3)cs2)=C(O)CN1NC(=O)c1ccc([N+](=O)[O-])cc1	-1	-1	0	0	8	-3.9	3	2	-5	-5
COc1cc(OC)cc(C(=O)NCC(=O)NCCN2C(=O)S/C(=C\c3ccccc3Cl)C2=O)c1	-4	2	-2	-3	0	-0.1	-4	1	-9	3
Cc1ccc2c(c1)sc(=NC(=O)C1CC1)n2C	4	5	-7	-11	1	3.1	8	-4	-13	-8
CCOC(=O)C1(Cc2ccccc2C)CCCN(Cc2ccc(NC(C)=O)cc2)C1 (centres undefined)	4	-1	-5	4	-2	-0.2	5	-1	6	-3
O=C(N/N=C/c1cccn1-c1ccccc1)c1ccncc1	1	2	-3	1	6	0.1	3	1	7	0
O=C(NCC1CCCO1)c1cc(S(=O)(=O)N2CCCC2)c(Cl)cc1Cl (centres undefined)	-2	-1	-1	-1	-2	-1.8	-3	1	1	0
CCC(c1nnnn1Cc1ccc2c(c1)OCO2)N1CCN(c2ccc(OC)cc2)CC1 (centres undefined)	0	0	5	3	6	-1.6	5	-5	3	3
COCCNC(=O)Nc1ccc2nc(-c3ccco3)c(-c3ccco3)nc2c1	91*	89*	51*	48*	37*	0.7	4	90*	34	6
CCOC(=O)c1c(-c2ccc(C)s2)csc1NC(=O)c1cccs1	3	3	1	-5	-8	-0.6	3	2	4	-7
Cc1ccc(NC(=O)CN(C)C(=O)Cc2coc3cc(C)c(C)cc23)cc1	6	1	-1	-5	-7	2.1	5	-1	-1	-6
COc1ccc(-c2nnc(NC(=O)c3cc(C)on3)s2)cc1	2	0	-7	-12	-1	-3.5	-1	4	12	-26
COc1ccc(C(C)(O)c2nc(-c3ccoc3)cs2)cc1 (centres undefined)	2	0	1	-3	-3	0.9	-16	5	/	-13
CC(C)=CCN1CCN(Cc2cccc3c2OCO3)CC1CCO (centres undefined)	-2	-3	0	-2	2	1.1	4	-2	7	14
Cc1ccc(CNC(=O)C2CCN(S(=O)(=O)N3CCCCC3)CC2)cc1	0	0	1	-4	5	-0.9	-5	-6	3	7
CCc1ccc(NC(=O)CNC(=O)[C@@H]2Cc3ccccc3CN2)cc1	1	-1	-7	-14	-1	-1.7	-1	2	6	-24
Cc1csc(SCC(=O)N2CCCC2)n1	1	-1	-11	0	14	-1.6	2	3	16	-1
CCC(C)(C)NC(=O)C(c1ccncc1)N(C(=O)Cn1nnc2ccccc21)c1cc2c(cc1C(C)=O)OCO2 (centres undefined)	-6	-4	-4	5	-14	1.0	-1	-2	1	-3
C/C(N)=C(/C#N)C(=O)COC(=O)c1cc2c(s1)CCCC2	0	2	-6	2	6	1.4	5	2	-8	22
O=C(CNC(=S)N(CCCN1CCOCC1)Cc1cccs1)N1CCCC1	1	2	-1	-6	2	0.8	-3	1	-2	1
CN(C(=O)c1cccc(NC(=O)Cc2ccc([N+](=O)[O-])cc2)c1)C1CCCCC1	-2	0	10	4	2	0.1	4	-1	-10	7
O=C(C1COc2ccccc2O1)N1CCN(c2ccccn2)CC1 (centres undefined)	-1	-2	3	2	-6	-0.6	1	-3	4	-3
COC(=O)[C@]12C[C@H](CC(=O)NCc3ccc(OC)c(OC)c3)C(=O)N(Cc3ccc(Cl)cc3Cl)C1=C[C@H](C1CCCC1)O[C@@H]2C	0	1	-7	/	6	/	-7	0	/	-3
CCC(=O)NNc1nc2c(C)c(C)ccc2s1	-3	-4	-3	0	13	-1.9	-4	5	0	-6
Nc1c2c(=O)oc(-c3ccccc3)cc2nn1-c1ccccc1	1	-1	-1	-4	-5	1.2	-2	1	-14	0
O=C(NCc1ccccc1)c1ccc(-c2ccccc2F)o1	-4	-4	-14	-2	4	-0.1	-6	2	-21	-11

Following part.
SMILES	UHRF1 binding	PRMT1 FP inh	mABHD4 FP	TCR-CD3 inh	SIAE inh	PG9 Ab binder	Tn7 DDE FP	LEDGF integ inh	HTRA1 inh	TDP2 inh
CCOc1cc(CNc2ccc3cn[nH]c3c2)ccc1OC	5	7	14	-11	1	-4.3	7	1	-6	30*
CC1(Cc2cc(Cl)ccc2C(F)(F)F)C(=O)Nc2cc(C(F)(F)F)ccc21 (centres undefined)	16	0	-23	-3	-11	-1.4	-3	6	/	-10
Cn1cnnc1SCC(=O)c1ccc2c(c1)CCCC2	0	-1	4	-5	10	0.2	1	1	1	4
COc1ccc(-n2nnnc2C(c2ccnc3ccccc23)N2CCN(C/C=C/c3ccccc3)CC2)cc1 (centres undefined)	2	3	1	-2	8	-1.4	-2	-3	/	-4
C=CCNC(=S)N1N=C(c2ccco2)CC1c1ccco1 (centres undefined)	-3	3	2	3	13	0.0	-2	17*	-4	7
Cc1cccc(OCCCN2CCOCC2)c1	2	5	2	-1	-3	0.1	-3	-6	-5	-6
CCC(C)CN1C(=O)CSCC1(C)C(=O)NCc1ccccc1 (centres undefined)	-1	5	3	0	2	0.6	4	-1	/	-1
CC(NC(=O)COc1ccc(Br)cc1)C(=O)O (centres undefined)	-2	-4	0	0	5	0.2	4	2	2	-3
CCOC(=O)Cn1c(-c2ccc(OC)cc2)c(-c2ccc(OC)cc2)nnc1=O	-1	-1	2	1	0	1.1	8	2	-6	0
COc1ccc(-n2c(Cn3c(=O)sc4ccccc43)nnc2SCC(=O)N2CCOCC2)cc1	7	5	-15	-7	-4	-1.0	3	0	0	-10
CCSc1ccc(-c2ccc(C)cc2)nn1	-2	2	-1	4	3	-0.6	3	-2	-3	5
Cc1cc(NC(=O)COC(=O)C2=NN(c3ccccc3)C(=O)CC2)c([N+](=O)[O-])cc1C	0	0	-3	6	-4	-2.4	-6	0	1	-2
O=C1CCCCCC1C1(O)C(=O)Nc2ccccc21 (centres undefined)	-3	-2	11	-4	-1	0.5	6	-1	3	-1
COc1ccc(/C=C/c2nc3ccccc3c(=O)o2)cc1	0	7	11	-3	-8	1.7	3	-2	-26	-5
Cc1cc(NC(=O)c2ccc(Cl)cc2)n(CCOC(=O)c2ccc(Cl)cc2)n1	-1	3	-9	1	-13	-1.1	3	0	-27	0
COc1ccccc1NC(=O)CN1CCSc2ccccc21	-2	2	-2	-3	-1	1.1	-1	-4	-10	-6
CCOc1ccc(NC(=O)COc2ccc(C(=O)NC(C)c3ccc(S(N)(=O)=O)cc3)cc2OC)cc1 (centres undefined)	0	-1	-4	4	-3	-0.2	-7	2	-10	6
Cc1ccc(CS(=O)(=O)c2ncc(Cl)c(C(=O)Nc3ccc(OC(F)F)cc3)n2)cc1	-1	29*	-16	0	11	0.6	-3	-4	-29	-4
Fc1cccc(Nc2nc(-c3ccncc3)nc3ccccc23)c1	-5	-3	-5	2	-6	-3.0	3	1	-21	-3
CC(C)(C)OC(=O)NCCCCCC(=O)N/N=C/c1coc2ccccc2c1=O	-3	-3	-9	2	0	-2.0	-3	4	2	-7
CC(c1nc2ccccc2n1Cc1ccccc1)n1c(-c2cnccn2)nc2ccccc21 (centres undefined)	-3	-3	2	3	2	1.2	-1	-3	/	-7
CCN(C(=O)COC(=O)C1=COCCO1)c1ccccc1	-1	-6	-3	1	-5	-1.1	0	6	4	-1
COC(=O)[C@]12C[C@H](CC(=O)N3CCN(C(=O)c4ccco4)CC3)C(=O)N(Cc3ccc(Cl)cc3Cl)C1=C[C@H](C(C)C)O[C@@H]2C1CC1	-1	0	1	/	6	/	0	-4	/	-6
CC1COc2ccccc2N1C(=O)c1cccnc1Cl (centres undefined)	1	5	-4	-7	1	0.9	0	0	1	3
CCOC(=O)N1CCC(NC(=O)c2cc(COc3ccccc3SC)on2)CC1	1	2	1	7	2	0.3	0	1	-5	-6

Further structures follow.
SMILES	UHRF1 binding	PRMT1 FP inh	mABHD4 FP	TCR-CD3 inh	SIAE inh	PG9 Ab binder	Tn7 DDE FP	LEDGF integ inh	HTRA1 inh	TDP2 inh
COC(=O)c1c(NC(=O)CCCC(=O)O)sc(C)c1C	1	1	5	1	2	0.8	2	-1	1	2
COC(=O)C1C(c2ccc(Cl)cc2)NC(c2ccc(Cl)cc2)C(C(=O)OC)S1(=O)=O (centres undefined)	-3	0	0	4	-1	0.3	-6	-3	-27	3
CCCCc1c(C)c2ccc(OC)c(/C(C)=N\O)c2oc1=O	-2	-3	-8	2	-1	0.5	-1	2	-8	-2
CN(CC(=O)Nc1ccc(OC(F)(F)F)cc1)C(=O)/C=C/c1ccco1	0	2	1	-9	6	-3.2	-7	2	-1	5
CC1CCCCN1CCNC(=O)C1CC(=O)N(c2ccc(F)c(Cl)c2)C1 (centres undefined)	-1	-1	4	6	-2	0.9	-7	-2	-4	4
CC1CCC(NC(=O)c2ccc(N3CCCC3=O)cc2)CC1 (centres undefined)	1	1	-3	-3	3	0.0	-3	6	-4	0
Cc1ccc(N2CC(C(=O)OCC(=O)Nc3cccc(Cl)c3C)CC2=O)cc1 (centres undefined)	90*	-1	7	2	1	0.5	-2	-1	3	10
OCCC1CN(Cc2cnc(-c3ccc(Cl)cc3)nc2)CCN1C1CCCCC1 (centres undefined)	5	5	7	1	1	-0.8	-8	-7	0	-10
CCc1ccccc1NC(=O)COc1ccc2c(c1)OCO2	4	4	6	-3	-1	0.7	2	1	4	2

Ordered by count of non-hydrogen atoms (descending): 3 of the compounds above
SMILES	UHRF1 binding	PRMT1 FP inh	mABHD4 FP	TCR-CD3 inh	SIAE inh	PG9 Ab binder	Tn7 DDE FP	LEDGF integ inh	HTRA1 inh	TDP2 inh
Cc1ccc(N2CC(C(=O)OCC(=O)Nc3cccc(Cl)c3C)CC2=O)cc1 (centres undefined)	90*	-1	7	2	1	0.5	-2	-1	3	10
CCCCc1c(C)c2ccc(OC)c(/C(C)=N\O)c2oc1=O	-2	-3	-8	2	-1	0.5	-1	2	-8	-2
COC(=O)c1c(NC(=O)CCCC(=O)O)sc(C)c1C	1	1	5	1	2	0.8	2	-1	1	2

Look-ups from above.
LEDGF integ inh result of `COC(=O)c1c(NC(=O)CCCC(=O)O)sc(C)c1C` is entered as -1
PRMT1 FP inh result of `CCCCc1c(C)c2ccc(OC)c(/C(C)=N\O)c2oc1=O` is entered as -3
TCR-CD3 inh result of `CN(CC(=O)Nc1ccc(OC(F)(F)F)cc1)C(=O)/C=C/c1ccco1` is entered as -9
